High-throughput results deposited in PubChem by The Scripps Research Institute Molecular Screening Center.
CHO-K1 Ca antag: M1 antagonist counterscreen hit in parental CHO-K1 cells. ATP-induced calcium, Fluo-8 fluorescence. inhibition, % at 3 µM. 0.6% of 360,000 active;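 active = inhibition above a per-plate cutoff, the plate's mean sample inhibition plus 3 SD, cut at about 24% in these data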;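 note: 0% = DMSO plus EC80 ATP and 100% = DMSO alone without ATP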
OXTR potentiator: potentiators of human oxytocin receptor; P30559; CHO-OTR cells, Fluo-8 calcium fluorescence, potentiator mode; 0% = oxytocin EC15, 100% = EC100; activation, % at 3 µM; 0.061% of 320,000 active; AID 2445;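 active = activation above that plate's cutoff, the mean activation of tested compounds plus 3 SD, cut at about 6.6% in these data, passing the limit was not always enough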;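 note: 100% uses oxytocin at 75 nM as the full agonist control; some results filed as inactive read as strong as hits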
Target sequence (P30559 whole entry, looked up): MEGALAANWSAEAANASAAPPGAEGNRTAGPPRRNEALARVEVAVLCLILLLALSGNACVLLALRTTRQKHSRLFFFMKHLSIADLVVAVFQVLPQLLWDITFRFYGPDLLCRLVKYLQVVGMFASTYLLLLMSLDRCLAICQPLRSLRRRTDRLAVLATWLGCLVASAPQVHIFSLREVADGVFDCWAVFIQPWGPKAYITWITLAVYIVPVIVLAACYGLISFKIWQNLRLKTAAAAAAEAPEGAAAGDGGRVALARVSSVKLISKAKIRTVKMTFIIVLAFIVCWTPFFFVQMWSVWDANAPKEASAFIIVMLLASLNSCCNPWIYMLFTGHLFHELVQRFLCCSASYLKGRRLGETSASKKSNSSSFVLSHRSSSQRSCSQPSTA
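System: human OTR in CHO cells; Also added: sub-maximal oxytocin, roughly EC15; Timing: compound 6 min at room temperature before oxytocin, 100 s read; Technique: Fluo-8 intracellular calcium fluorescence, ex 470-495, em 515-575 nm; Controls: oxytocin EC15 low and EC100 high; Replication: singlicate.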
TAAR1 antagonist: antagonists of human TAAR1 | 1.5% of 360,000 active | inhibition, % at 3 µM | CHO RD-HGA16 TAAR1, Fluo-8 calcium fluorescence, antagonist | AID 624466;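 active = inhibition above a per-plate cutoff, the mean inhibition of test compounds on that plate plus 3 SD, cut at about 49% in these data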;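 note: 0% = DMSO plus EC80 beta-PEA response and 100% = DMSO alone without agonist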
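Test system: CHO RD-HGA16 cells bearing hTAAR1 | Reagent: β-PEA, EC80 | Compound dosing: 3 µM, single point | Schedule: Dye loading 75 min at 37 °C, then 30 min room temperature | Signal: Calcium fluorescence with Fluo-8 | Evaluation: Percent inhibition of PEA-evoked calcium signal, max/basal emission ratio | Control set: DMSO-only wells and EC80 β-PEA-stimulated wells | Repeats: Singlicate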
CHO parental Ca: counter-screen: ATP calcium response change in parental CHO cells | parental CHO-K1, ATP-induced calcium, Fluo-8 fluorescence | inhibition, % at 5.6 µM | 0.63% of 330,000 active | AID 463079;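 active = inhibition above that plate's mean sample inhibition plus 3 SD, cut at about 26% in these data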;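 note: 0% = ATP-challenged DMSO wells and 100% = DMSO wells without ATP; some compounds past the cut are filed as inactive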
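material = parental CHO cells | also added = ATP as calcium-mobilizing challenge | dosing = single point at 5.6 µM | detection = intracellular calcium via Fluo-8 no-wash fluorescent dye | read-out = % inhibition | benchmarks = low control ATP plus DMSO, high control DMSO only | repeats = one well per compound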
GPR7 antag: blocks human GPR7 receptor signaling | GPR7-expressing cells, fluorescence antagonist assay | 1.1% of 290,000 active | AID 1861 | inhibition, % at 4.4 µM; in the data active = inhibition above about 16%, passing the limit was not always enough;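 note: cells stimulated with the agonist NPW; 0% = agonist with vehicle and 100% = vehicle without agonist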
M1 PAM parental: M1 PAM counterscreen hit in parental CHO-K1 cells | AID 602247 | activation, % at 3 µM | 0.02% of 360,000 active | ATP EC20, Fluo-8 calcium fluorescence; 0% at ATP EC20, 100% at ATP max;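 active = activation above the run cutoff, the mean activation of all test compounds plus 3 SD, cut at about 40% in these data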;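 note: peak over basal fluorescence ratio in a 140 s read after ATP addition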
OXTR ag: activates the human oxytocin receptor; CHO-OTR cells, Fluo-8 calcium fluorescence; normalized: DMSO 0%, oxytocin 100%; activation, % at 3 µM; 0.32% of 320,000 active;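 active = activation above the mean of all tested compounds plus 3 SD, cutoff set per screening run, cut at about 20% in these data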;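 note: peak over basal fluorescence ratio from a 100 s FLIPR kinetic read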
V1aR counter: activates human V1a receptor in oxytocin agonist counter-screen | P37288 | CHO-V1R cells, Fluo-8 calcium fluorescence, agonist mode; 0% DMSO, 100% 3 nM vasopressin | activation, % at 3 µM | 0.25% of 320,000 active | AID 2797;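 active = activation above the mean activation of all tested compounds plus 3 SD, per screening run, cut at about 20% in these data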;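 note: signal is peak over basal fluorescence ratio across a 100 second FLIPR read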
Target sequence (P37288 whole entry, looked up): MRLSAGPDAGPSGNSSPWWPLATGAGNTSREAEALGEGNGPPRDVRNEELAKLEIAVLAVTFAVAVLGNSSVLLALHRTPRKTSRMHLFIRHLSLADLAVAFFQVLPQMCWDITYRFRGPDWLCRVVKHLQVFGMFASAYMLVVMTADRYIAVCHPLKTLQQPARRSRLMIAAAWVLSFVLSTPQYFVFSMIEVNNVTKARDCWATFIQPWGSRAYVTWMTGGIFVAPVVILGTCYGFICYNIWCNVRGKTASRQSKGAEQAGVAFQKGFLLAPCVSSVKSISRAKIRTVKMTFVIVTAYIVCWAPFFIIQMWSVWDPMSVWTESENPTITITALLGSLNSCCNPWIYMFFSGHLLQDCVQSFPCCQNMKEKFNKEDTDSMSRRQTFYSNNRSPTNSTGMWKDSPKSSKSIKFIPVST
M1 ag parental: nonselective activator or artifact in parental CHO-K1 cells. activation, % at 3 µM. 0.48% of 360,000 active. Fluo-8 calcium fluorescence; scaled to maximal ATP response, vehicle zero; in the data active = activation above about 15%;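 note: untransfected CHO-K1 host cells lacking M1 receptor as counterscreen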
Starred values were filed as active, the others as inactive; x = not tested or not shown.

Structure	CHO-K1 Ca antag	GPR7 antag	CHO parental Ca	M1 ag parental	TAAR1 antagonist	M1 PAM parental	OXTR potentiator	V1aR counter	OXTR ag
O=C(c1ccco1)N(CCC(c1ccccc1)c1ccco1)Cc1ccc(F)cc1 (stereo unspecified)	-8	17	6	0.8	x	1	-7	2.6	1.9
COc1ccccc1Cn1c(CCCO)nc2ccccc21	-12	10	-14	0.6	-2	9	-8	1.0	1.0
CCN(CC)S(=O)(=O)c1ccc(/C=C/C(=O)Nc2ccccc2N2CCOCC2)cc1	-8	-7	-21	3.0	8	-13	-3	-0.1	-0.8
CCN(C[C@H]1N[C@@](Cc2ccccc2)(C(=O)OC)[C@H]2C(=O)N(C)C(=O)[C@@H]12)C(=O)c1ccc(C(C)(C)C)cc1	-17	x	-28	0.8	-17	20	5	-0.8	-2.2
COc1ccc(CC(=O)OCC(=O)Nc2ccc(F)cc2)cc1	2	x	x	1.1	-19	-6	x	x	x
CCNc1nc2c(c(=O)n(Cc3ccccc3)c(=O)n2C)n1Cc1ccccc1	-12	3	-13	0.8	-25	14	8	-1.5	-2.1
CCOC(=O)c1ccc(NC(=O)NCc2cccnc2)cc1	-5	-2	-7	2.3	1	19	0	2.1	0.7
O=C(NCc1ccc(F)cc1)c1cc2sccc2n1Cc1ccc(F)cc1	x	6	-7	x	25	x	-16	0.5	-2.3
CC(C)CN(CCNC(=O)CN1C(=O)COc2ccc(S(=O)(=O)N3CCOCC3)cc21)CC(C)C	-7	-14	-7	0.0	-16	0	-2	0.3	0.6
Cc1cccc2sc(NC(=O)C3CCCO3)nc12 (stereo unspecified)	-4	-10	-12	1.2	-10	12	-6	0.9	1.6
COc1ccccc1C(=O)NC1CCCc2ccccc21 (stereo unspecified)	4	-21	-22	-0.9	-12	-7	4	-0.8	-2.1
O=C(c1ccco1)N1CCN(C2CN(C3CCCCC3)S(=O)(=O)C2)CC1 (stereo unspecified)	21	x	x	4.2	-7	3	x	x	x
O=C(COc1ccccc1Cl)Nc1nc(-c2ccncc2)cs1	-16	x	-13	12	64*	0	-7	5.9	7.6
CCCN(CC)c1ncnc2[nH]ncc12	2	x	x	-0.2	-7	-6	x	x	x
S=C(NCCSCc1ccc(Cl)c(Cl)c1)Nc1ccccc1	3	-17	13	2.3	46	3	-18	4.1	3.1
Cn1c(=O)c2c(nc(CN3CCN(C(=O)c4ccco4)CC3)n2Cc2ccccc2F)n(C)c1=O	-8	-6	-8	1.4	0	5	-2	0.2	-0.3
COc1cccc(CNS(=O)(=O)c2ccc3c(c2)N(C(C)=O)CCS3)c1	-16	15	-7	12	7	11	-11	8.5	4.0
CCCCCNC(=O)C(C#N)c1nc2ccccc2nc1N1CCCC1 (stereo unspecified)	-3	-5	-15	0.9	x	21	-18	0.6	1.3
Cc1cccc(OC(C)C(=O)Nc2nc(-c3ccncc3)cs2)c1 (stereo unspecified)	2	x	x	0.1	6	-17	x	x	x
Cc1ccc(NC(=O)c2ccc(OC(=O)COc3ccc(Cl)cc3C)cc2)cc1	1	5	-6	-0.7	-4	13	-8	-1.1	-1.9
Cc1ccccc1CNC(=O)CN(c1cccc([N+](=O)[O-])c1)S(C)(=O)=O	-16	-5	-5	1.7	16	-6	-25	0.6	-1.0
O=c1cc(COc2ncnc3c(Cl)cc(Cl)cc23)nc2sccn12	-14	-13	-6	0.9	-9	17	-2	0.7	0.6
O=C(NC1CCCCCC1)C1CCN(S(=O)(=O)c2c(Cl)cccc2Cl)CC1	-11	x	-30	3.1	7	11	-4	5.6	2.5
CCCOc1ccc(Br)cc1/C=N/O	-20	-5	-16	-0.4	13	23	-9	-1.4	-2.2
O=C(Nc1ccc(S(=O)(=O)N2CCCC2)cc1)c1cc(=O)c2ccccc2o1	-10	-9	-6	-0.4	-7	2	0	0.8	-0.1
CC(=O)N1CC(C)Sc2ccc(S(=O)(=O)NCCc3ccc(C)cc3)cc21 (stereo unspecified)	1	0	-4	12	-15	0	-12	8.9	7.9
OC(CNC1CCCC1)COc1ccc(-c2ccccc2)cc1 (stereo unspecified)	3	3	-3	0.8	1	-12	-11	1.9	9.6
COc1ccc(N2CCN(C(CNC(=O)c3ccc4c(c3)OCO4)c3cccnc3)CC2)cc1 (stereo unspecified)	-9	4	-13	0.1	-2	20	-13	6.4	-0.6
Cc1c(NS(=O)(=O)c2ccccc2F)c(=O)n(-c2ccccc2)n1C	7	13	-10	0.0	2	0	-3	0.0	-1.1
Oc1ccc(N=Nc2ccccc2)o1	-6	-1	-1	5.8	-27	7	1	1.0	1.5
COc1ccc(NC(=O)c2ccc([N+](=O)[O-])cc2[N+](=O)[O-])c(OC)c1	-10	-2	-11	-0.6	7	5	-10	0.1	-1.1
COc1cc(/C=N/NC(N)=S)ccc1OCc1ccc(C)cc1	8	-13	-16	-0.1	-3	8	-7	0.5	-1.6
CCOn1c(=O)c(=O)n(O)c2ccccc21	-1	-7	-20	0.2	-8	6	-8	0.7	-0.9
Cc1ccc(CNC(=O)CCNS(=O)(=O)c2ccc3c(c2)c(=O)n(C)c(=O)n3C)cc1	-9	-1	-20	0.0	-1	-2	1	1.1	-0.9
COC(=O)Cc1cc(=O)n2[nH]c(C(F)(F)F)nc2n1	-12	23	5	-0.1	x	16	-12	0.6	-0.5
COc1ccccc1C1=NC(c2ccc(C)cc2)N=C1C (stereo unspecified)	14	3	-17	-0.5	-11	-11	0	-1.0	-2.6
CCN(CC(=O)Nc1ccc(OC)cc1)C(=O)c1ccc([N+](=O)[O-])cc1	-10	-17	-9	-0.3	2	-1	1	-0.5	-0.5
Cc1c(NC(=O)c2c(F)c(F)c(F)c(F)c2F)c(=O)n(-c2ccccc2)n1C	2	-18	-6	-0.1	14	-1	1	0.9	0.9
O=C(NCCC1CCCCN1S(=O)(=O)c1ccccc1)C(=O)NCc1ccccn1 (stereo unspecified)	6	x	-18	0.6	2	4	-3	-0.7	-1.5
O=C(COC(=O)c1cc(=O)[nH]c(=O)[nH]1)Nc1ccccc1F	1	x	-2	0.4	-9	-11	2	0.5	1.3
Cc1cc(NC(=O)Cn2nc([N+](=O)[O-])c(Br)c2C)no1	-16	1	-2	0.4	-19	7	-1	-0.7	0.3
Cc1cc(NC(=O)CCC(=O)N(CC(=O)NCC2CCCO2)c2ccc(F)c(Cl)c2)no1 (stereo unspecified)	-4	-2	2	-0.3	8	-9	0	-0.8	-0.2
CC1SCC(NC(=O)c2cccc(Cl)c2)CS1 (stereo unspecified)	-4	-7	-34	2.8	-26	15	3	-0.5	-0.9
O=C(CSc1nnc(-c2ccccc2O)o1)N1CCOCC1	-15	11	x	1.6	-9	11	x	x	x
Cc1ccc(SCCC(=O)OCn2nnc3ccccc3c2=O)cc1	-11	8	-10	2.5	-11	19	-8	0.4	-1.2

Part of the list above, with two lines to a compound.
The line under a structure holds: CHO-K1 Ca antag	GPR7 antag	CHO parental Ca	M1 ag parental	TAAR1 antagonist	M1 PAM parental	OXTR potentiator	V1aR counter	OXTR ag
O=C(NCCC1CCCCN1S(=O)(=O)c1ccccc1)C(=O)NCc1ccccn1 (stereo unspecified)
  6	x	-18	0.6	2	4	-3	-0.7	-1.5
CCOn1c(=O)c(=O)n(O)c2ccccc21
  -1	-7	-20	0.2	-8	6	-8	0.7	-0.9
COc1ccc(NC(=O)c2ccc([N+](=O)[O-])cc2[N+](=O)[O-])c(OC)c1
  -10	-2	-11	-0.6	7	5	-10	0.1	-1.1

One compound at a time, as listed above. Order of screens: CHO-K1 Ca antag | GPR7 antag | CHO parental Ca | M1 ag parental | TAAR1 antagonist | M1 PAM parental | OXTR potentiator | V1aR counter | OXTR ag
Results for Cc1ccc(SCCC(=O)OCn2nnc3ccccc3c2=O)cc1 → -11 | 8 | -10 | 2.5 | -11 | 19 | -8 | 0.4 | -1.2
Results for O=C(CSc1nnc(-c2ccccc2O)o1)N1CCOCC1 → -15 | 11 | x | 1.6 | -9 | 11 | x | x | x

More results.
Structure	CHO-K1 Ca antag	GPR7 antag	CHO parental Ca	M1 ag parental	TAAR1 antagonist	M1 PAM parental	OXTR potentiator	V1aR counter	OXTR ag
O=C(NN1C(=O)C2C(C1=O)C1C=CC2C12CC2)c1ccccc1 (stereo unspecified)	-2	-8	-6	-0.7	0	9	-7	-0.8	-1.2
CC(=O)/C=C/n1c(=S)oc2ccccc21	x	4	12	x	16	x	-6	-0.5	-0.3
CCC(=O)N1CCc2cc(Br)cc(S(=O)(=O)NCCN3CCCCC3CC)c21 (stereo unspecified)	-2	-8	-22	0.1	-2	15	0	-0.6	-0.9
COC(=O)C1=C(C)Nc2c(c(=O)n(C)c(=O)n2C)C1c1cccs1 (stereo unspecified)	-3	-1	-1	0.5	-8	10	1	0.2	0.6
COc1ccc(/C=C/C(=O)O/N=C(\N)c2cccnc2)cc1OC	-7	-6	-14	0.0	2	14	-2	-0.7	-0.2
CN(C)/C=C/c1c(C#N)c(=O)ncn1Cc1ccccc1	-8	-16	1	0.3	-3	11	2	0.5	0.1
C[C@H]1CN=C(N(C)C)N1CCc1ccc(F)cc1	-17	x	-7	0.3	1	6	6	1.0	1.4
